Casp6 inh = human caspase-6 inhibitors, primary screen, biochemical, VEID-R110 fluorescence, single point, set 2; P55212; purified caspase-6, Z-VEID-R110 cleavage fluorescence; inhibition, % at 12.5 µM; 350,000 compounds, 0.53% hits; AID 686996, 2013;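 active means mean inhibition across replicates at least about 35%, with every replicate also reaching that limit, limit read from the data; inconclusive means only one of the two criteria met; inactive means neither criterion met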;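 further: 0% = median of neutral control wells and 100% = no fluorescence left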
CFTR F508del cor = F508del CFTR correction, initial screen, CFBE line, single point; CFBE cells, YFP halide quenching; stimulated with forskolin plus potentiator P3; % fluorescence drop versus neutral controls; activity (quench increase), % at 7.58 µM; 350,000 compounds, 0.36% hits; AID 720511, 2013;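 active means mean added fluorescence quench of at least 8% versus neutral control, with both replicates also reaching 8%; inconclusive means only one of the mean or replicate conditions met; inactive means mean below 8% and not both replicates reaching 8%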;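 further: cells transiently co-express mutant CFTR-F508del with the halide-sensitive YFP; corrector assay measuring rescue of mutant channel to the surface after 24 h compound exposure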
miR122 inh = miR-122 Renilla sensor signal increase in Huh7, primary screen, miR-122 inhibitor project, cell-based, single point, plate reader | Huh7 miR-122 Renilla luciferase sensor, 48 h; neutral wells = 0, positive control = 100 | activation (reporter increase), % at 12.5 µM | 340,000 compounds, 0.3% hits | AID 602342, 2012;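 active means mean replicate activation score at least 90 and every replicate individually at or above 90; inconclusive means only one of the two criteria met; inactive means neither criterion met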;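 further: higher luciferase means less miR-122 activity so hits act as miR-122 inhibitors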
SIRT5 block = SIRT5 desuccinylase inhibitors, primary screen, biochemical, fluorescence imaging, single point, set 5; NAD-dependent protein deacylase sirtuin-5, mitochondrial (Homo sapiens), Q9NXA8; Purified SirT5, succinyl-peptide AMC, trypsin-coupled fluorescence; inhibition, % at 15 µM; 330,000 compounds, 1.1% hits; AID 652115, 2013; in the data active means inhibition above about 15%; inconclusive means no clear call, values can overlap the other calls
ERAP1 inh = human ERAP1 aminopeptidase inhibitors, primary screen, biochemical, single point, plate reader. Endoplasmic reticulum aminopeptidase 1 (Homo sapiens), Q9NZ08. recombinant ERAP1, Leu-AMC fluorescence, 60 min. inhibition, % at 10.7 µM. 340,000 compounds, 0.15% hits. AID 652197, 2013;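 active means mean replicate inhibition of at least 30%, or all replicates individually reaching that 30% level; inactive means mean below 30% and not every replicate reaching it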;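 further: 0% = neutral control wells and 100% = L-leucinethiol positive control wells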
Target sequence (Q9NZ08 whole entry, looked up): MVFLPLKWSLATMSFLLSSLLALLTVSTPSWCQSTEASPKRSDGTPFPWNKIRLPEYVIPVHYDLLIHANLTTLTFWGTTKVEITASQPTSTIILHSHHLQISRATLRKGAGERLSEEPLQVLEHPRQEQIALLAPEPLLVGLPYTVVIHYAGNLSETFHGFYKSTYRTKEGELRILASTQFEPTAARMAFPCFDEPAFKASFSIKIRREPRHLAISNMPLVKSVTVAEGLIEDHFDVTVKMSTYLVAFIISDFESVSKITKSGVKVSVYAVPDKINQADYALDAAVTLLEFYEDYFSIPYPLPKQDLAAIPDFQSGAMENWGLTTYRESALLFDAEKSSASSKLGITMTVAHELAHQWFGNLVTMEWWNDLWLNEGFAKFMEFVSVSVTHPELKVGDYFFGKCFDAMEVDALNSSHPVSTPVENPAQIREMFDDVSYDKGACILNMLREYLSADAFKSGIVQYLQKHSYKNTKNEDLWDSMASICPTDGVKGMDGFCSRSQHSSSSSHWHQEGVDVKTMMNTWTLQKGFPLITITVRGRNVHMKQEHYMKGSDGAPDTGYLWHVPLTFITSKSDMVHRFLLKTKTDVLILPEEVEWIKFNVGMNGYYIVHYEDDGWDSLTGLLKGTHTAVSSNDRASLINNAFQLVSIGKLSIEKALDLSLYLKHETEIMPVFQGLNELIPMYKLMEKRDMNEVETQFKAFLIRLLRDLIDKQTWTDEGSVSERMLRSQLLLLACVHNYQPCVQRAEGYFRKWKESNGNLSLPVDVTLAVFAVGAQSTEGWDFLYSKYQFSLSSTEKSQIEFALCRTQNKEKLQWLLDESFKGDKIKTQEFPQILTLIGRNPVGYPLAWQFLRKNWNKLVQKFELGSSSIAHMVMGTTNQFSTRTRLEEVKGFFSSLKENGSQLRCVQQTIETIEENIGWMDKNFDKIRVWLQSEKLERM
ERp5 inh = inhibitors of ERp5-driven insulin aggregation, primary screen, biochemical, turbidity, absorbance 650 nm, single point; Protein disulfide-isomerase A6 (Homo sapiens), Q15084; 90 min; inhibition, % at 9.99 µM; 350,000 compounds, 0.05% hits; AID 651711, 2012;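 active means mean replicate inhibition above about 25%, with every replicate also reaching it, limit read from the data, passing the limit was not always enough; inconclusive means only one of those two criteria met; inactive means neither criterion met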
DENV2 CPE rescue = inhibitors of DENV2 cytopathic effect, primary screen, cell-based, plate reader, single concentration. DENV2-infected cells, cytopathic effect rescue. CPE inhibition, % at 9.99 µM. 350,000 compounds, 1.7% hits. AID 651640, 2012; in the data active means CPE inhibition above about 20%, passing the limit was not always enough; inconclusive means no clear call, values can overlap the other calls; tested in BHK-21 cells;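 further: 0% = median of neutral control wells and 100% = median of positive control wells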
* marks the source's active call; other numbers are inactive results; ? = inconclusive; · = not tested or not shown; [ ] = another dose, or the depositor's remark.

SIRT5 block	CFTR F508del cor	miR122 inh	DENV2 CPE rescue	Casp6 inh	ERAP1 inh	ERp5 inh	Compound
-12	-2.6	-1	2	-3	-5	0	Cc1cc(-c2nc3ccccc3s2)ccc1N
-4	0.1	-2	-4	0	5	0	Cc1ccccc1-c1nc(SCc2ccccn2)c2c(=O)n(C)c(=O)n(C)c2n1
-3	0.4	·	3	1	1	-9	CC(C(=O)NCC1CCCCC1)N(C)Cc1cccc(Cl)c1 (configuration not stated)
-2	3.5	-5	1	2	-3	-8	CCC(=O)OCC(=O)Nc1ccc([N+](=O)[O-])cc1OC
-10	-1.0	-2	-6	-1	1	4	O=C(CSc1nc2c([nH]c3ccccc32)c(=O)n1-c1ccccc1)NCC1CCCO1 (configuration not stated)
-2	-0.1	·	7	1	4	-1	CC(=O)c1ccc(N2CCN(C(=O)CCN3C(=S)NC(C)(C)CC3C)CC2)cc1 (configuration not stated)
-1	-2.7	-3[16.7 µM]	9	-1	2	8	CNC[C@H]1Oc2c(NC(=O)c3cnccn3)cccc2C(=O)N([C@H](C)CO)C[C@@H]1C
0	-0.9	5	2	-1	-2	0	O=C(NCc1ccccc1)C1CCCN1C(=O)Nc1ccccc1[N+](=O)[O-] (configuration not stated)
-1	1.4	·	?	-1	-8	1	Cc1ncc([N+](=O)[O-])n1Cc1cccc(F)c1
6	0.1	-8	6	11	1	0	CC[C@]12c3[nH]c4ccc(Cl)cc4c3CCN1C(=O)[C@@H](CC(=O)NCCC1=CCCCC1)C[C@@H]2C(=O)N1CCN(C(=O)c2ccco2)CC1
-1	-1.6	-4	-12	-2	-2	2	COc1ccc(C#CC2=CC(=O)CC(C)(C)C2)cc1
-2	-0.7	-8	101*	-6	0	1	C/C=C(\C)CN1CCC(n2nccc2NC(=O)CCc2ccccc2)CC1
1	-0.2	0	-3	2	3	0	COc1ccc(CCNC(=O)CNC(=O)c2ccco2)cc1
-3	-0.4	·	18	-4	1	1	CC(C)CC(=O)Nc1nnc(SCC(=O)NC2CCCCC2)s1
1	-0.7	·	-5	-5	-2	-4	COC(=O)C1=C(C)N(Cc2ccc(OC)cc2)C(=O)/C1=C\c1ccco1
5	-0.4	-50	16	-4	0	-6	CCCCN(CCCC)C(=O)CN(C)S(=O)(=O)c1ccc2c(c1)n(C)c(=O)c(=O)n2C
-2	1.5	0	-4	2	3	1	CSc1nnc(C)c(=O)n1COC(=O)c1cc(Cl)ccc1[N+](=O)[O-]
0	-0.2	-2[16.7 µM]	11	4	0	10	C[C@H]1CN([C@@H](C)CO)C(=O)Cc2cc(NC(=O)C3CCCCC3)ccc2O[C@@H]1CN(C)Cc1ccc(Cl)c(Cl)c1
-4	3.0	·	3	1	2	7	CCOC(=O)C1=C(CN2CCCCCC2)NC(=O)NC1c1ccc2c(c1)OCO2 (configuration not stated)
·	0.8	-6	19	17	2	6	Clc1ccccn1
1	1.4	·	2	·	0	-1	N/C(=N\OC(=O)COc1cc(Cl)c(Cl)cc1Cl)c1ccncc1
·	2.7	0	-2	0	-4	1	O=C(C1CC(c2ccc(F)cc2)=NO1)N1CCN(Cc2ccccc2)CC1 (configuration not stated)
-2	2.5	-3	?	-4	-3	1	O=C1CCC(=O)N1c1ccccc1
-8	-2.0	-4	4	1	2	3	NC(=O)c1ccccc1NC(=O)Cc1cccs1
4	3.4	·	-6	6	0	2	Cc1ccc(-n2[nH]c(C)c(/C=N/Nc3ccc([N+](=O)[O-])cc3[N+](=O)[O-])c2=O)cc1
11	-0.6	·	-1	3	4	5	N#C/C(=N/Nc1ccc([N+](=O)[O-])cc1)C(=N)N1CCCCC1
-5	1.1	-5	-3	-3	·	8	Cc1ccc(C(=O)CSc2nnnn2Cc2ccccc2)cc1C
1	0.1	-3	2	1	3	3	CCOc1ccc(-c2cc(C(=O)NCc3cc(OC)cc(OC)c3)[nH]n2)c(C)c1
2	-0.4	1	-3	-3	-1	3	Cc1nc(SCC(=O)NCC2CCCO2)nc(C)c1C (configuration not stated)
-2	0.4	-7	-5	2	0	3	O=C(NCc1ccccc1)c1cc(-c2cccs2)on1
3	-0.4	-3	1	4	-6	-3	CCOC(=O)c1cccc(NC(=O)CCc2nnc3ccc(N4CCOCC4)nn23)c1
0	-2.2	·	-7	2	3	-5	O=C(NC(=S)N1CCc2ccccc21)c1ccco1
3	-0.9	-18[16.7 µM]	8	1	0	·	C[C@@H]1CN([C@H](C)CO)C(=O)c2cc(NS(=O)(=O)c3cccs3)ccc2O[C@@H]1CN(C)C(=O)Nc1ccc(C(F)(F)F)cc1
10	2.1	-8[16.7 µM]	7	-2	5	0	C[C@H](CO)N1C[C@H](C)[C@H](CN(C)C(=O)c2ccncc2)Oc2cc(C#C[C@@H](C)O)ccc2S1(=O)=O
·	-0.8	-5	-4	0	·	1	CC(C)C[C@@H](CN)NC(=O)c1nc[nH]c1C(=O)N[C@@H](CC(=O)O)C(=O)CNC[C@H](C)NC(=O)c1nc[nH]c1C(=O)N[C@@H](CC(=O)O)C(=O)O
-4	3.5	-3	1	-2	0	7	O=c1[nH]c(N2CCN(Cc3ccccc3)CC2)nc2c1CCC2
0	-2.5	2[16.7 µM]	1	-55	0	4	O=C(C[C@H]1CC[C@H]2[C@@H](COC[C@H](O)CN2S(=O)(=O)c2cccc(Cl)c2)O1)NCCCN1CCOCC1
-1	-2.4	2[16.7 µM]	-7	4	0	0	C/C=C/c1cnc2c(c1)C(=O)N([C@@H](C)CO)C[C@H](C)[C@@H](CN(C)C(=O)CN1CCOCC1)O2
-5	0.8	-4	6	-3	1	1	COc1cccc(CN2CC(C(=O)NCc3cccc(N4CCCC4)c3)CCC2=O)c1 (configuration not stated)
-6	-0.4	-2	2	-1	0	0	Nc1nc(SCC(=O)N2CCN(S(=O)(=O)c3ccc(Cl)cc3)CC2)n[nH]1
-7	1.6	·	-1	-3	0	-5	CSc1ccccc1NC(=O)CN(C)C(=O)Cc1c(F)cccc1Cl
-3	·	-7	·	3	3	0	COc1cc(NC(=O)CSc2nnc3n2C(C)(C)Cc2ccccc2-3)cc(OC)c1
-8	2.9	-3[16.7 µM]	-3	-1	0	1	CN(C)C(=O)c1cccc(-c2ccc3c(c2)[C@H]2[C@H](CCN2Cc2nccs2)[C@H](CO)N3)c1
-1	0.1	8	4	-2	0	1	COc1ccccc1C(=O)NC(CCSC)C(=O)Nc1ccc(C)c(S(=O)(=O)N2CCOCC2)c1 (configuration not stated)
2	0.7	·	?	5	4	19	O=C(N[C@@H]1CC[C@H](CCn2cc(-c3ccccc3)nn2)O[C@H]1CO)c1cnccn1

DENV2 CPE rescue: what is marked active above.
SIRT5 block	CFTR F508del cor	miR122 inh	DENV2 CPE rescue	Casp6 inh	ERAP1 inh	ERp5 inh	Compound
-2	-0.7	-8	101*	-6	0	1	C/C=C(\C)CN1CCC(n2nccc2NC(=O)CCc2ccccc2)CC1

(next part)
SIRT5 block	CFTR F508del cor	miR122 inh	DENV2 CPE rescue	Casp6 inh	ERAP1 inh	ERp5 inh	Compound
-3	-4.3	-10	0	0	3	3	COc1ccc(CCNC(=O)Nc2nc(C(N)C3CCCCC3)cs2)cc1OC (configuration not stated)
-3	0.2	-2	?	0	0	7	Cc1nccc2oc(=O)c(NC(=O)c3ccc(Cl)cc3)cc12
·	2.1	8	17	-1	-1	-4	COc1cccc2c1CCC1=CC(=O)CCC12C (configuration not stated)
·	2.6	-1	-14	-1	-3	3	CC(C)(C)OC(=O)N1CCC(CC2CC(c3ccc(Cl)cc3)=NO2)(C(=O)NCC2CCCCC2)CC1 (configuration not stated)
-6	-4.7	1	·	1	-1	-5	Cc1cc(N)n2nc(-c3ccccc3)cc2n1
-2	0.3	-2	-2	3	2	-11	CN(C)c1ccc(CNC(=O)/C=C/[C@H]2O[C@@H](n3ccc(=O)[nH]c3=O)[C@H](O)[C@@H]2O)cc1
-2	-2.7	33[16.7 µM]	0	0	-1	3	CCS(=O)(=O)Nc1ccc2c(c1)C(=O)N(C)[C@H]1CC[C@H](CC(=O)NC)O[C@H]1CO2
-1	-0.8	-4	0	0	-4	0	CC(C(=O)NCc1ccccc1)N(Cc1ccccc1Cl)C(=O)c1snc(C(N)=O)c1N (configuration not stated)
6	2.4	·	-1	16	-3	5	O=C(C[C@H]1C=C[C@@H](NS(=O)(=O)c2ccc(F)cc2)[C@H](CO)O1)N1CCC(Cc2ccccc2)CC1
0	0.1	4[16.7 µM]	16	4	-1	3	C[C@@H]1CN([C@@H](C)CO)C(=O)c2cc(NC(=O)Cc3ccccc3)ccc2O[C@@H]1CN(C)Cc1ccc2c(c1)OCO2
-4	1.0	·	1	2	0	4	CN(C)C(CNC(=O)CCS(=O)(=O)c1ccccc1)c1ccccc1 (configuration not stated)
-16	-0.8	3	2	1	-9	0	COCCCNC(=O)c1cc2c(=O)n3cccc(C)c3nc2s1
19*	5.1	17[16.7 µM]	-3	1	1	-6	COc1ccc(S(=O)(=O)N(C)C[C@@H]2Oc3cc(C#CC4CCCC4)ccc3S(=O)(=O)N([C@H](C)CO)C[C@H]2C)cc1
-4	-0.8	·	0	-1	1	-1	CO[C@@H]1CN(C)C(=O)c2cc(NC(C)=O)ccc2OC[C@H](C)N(C(=O)Cc2ccccn2)C[C@@H]1C
-3	-2.8	-6	?	-2	1	5	C=CCCCCCCCCC(=O)N1CCN(c2cc3c(cc2F)c(=O)c(C(=O)O)cn3CC)CC1
-3	-1.4	·	2	1	0	-1	C/C=C/c1ccc([C@@H]2[C@H](CO)N(CCC(F)(F)F)C23CN(C(=O)CN(C)C)C3)cc1
5	0.0	14[16.7 µM]	-7	1	0	-3	CCCC#Cc1ccc2c(c1)O[C@H](CN(C)CCC)[C@@H](C)CN([C@H](C)CO)S2(=O)=O

Random excerpt: 3 entries already listed, in no set order.
SIRT5 block	CFTR F508del cor	miR122 inh	DENV2 CPE rescue	Casp6 inh	ERAP1 inh	ERp5 inh	Compound
6	2.4	·	-1	16	-3	5	O=C(C[C@H]1C=C[C@@H](NS(=O)(=O)c2ccc(F)cc2)[C@H](CO)O1)N1CCC(Cc2ccccc2)CC1
-2	0.3	-2	-2	3	2	-11	CN(C)c1ccc(CNC(=O)/C=C/[C@H]2O[C@@H](n3ccc(=O)[nH]c3=O)[C@H](O)[C@@H]2O)cc1
-3	-2.8	-6	?	-2	1	5	C=CCCCCCCCCC(=O)N1CCN(c2cc3c(cc2F)c(=O)c(C(=O)O)cn3CC)CC1
